CD40 NFkB inh: CD40 pathway inhibition in BL2 cells | BL2 NF-kB luciferase reporter, CD40L-induced, 4 h | inhibition, % at 10 µM | 0.94% of 83,000 active | AID 1053188;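 active = mean inhibition of at least 50% with a set share of replicates also reaching that level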;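 also: 0% = neutral control wells and 100% = IKK inhibitor VII at 50 µM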
An asterisk follows results filed as active; & = joins results of further samples; [ ] = another dose, or the depositor's remark. The list is partial; count on the stated rates, not on these rows.

Sample of the layout (four entries):
Molecule | CD40 NFkB inh
CO[C@@H]1CC[C@@H]2CCOc3c(C#N)cccc3C(=O)N(C)CCCC(=O)N(C)C[C@H]1O2 | -0.9[25 µM]
COc1cccc(CN(C)C(=O)c2ccc3c(=O)n4c(nc3c2)CCC4)c1 | 2.7
N#Cc1cnc(Nc2nc3ccccc3o2)nc1-c1ccccc1 | -19.8
O=C(NCc1ccc2c(c1)OCO2)c1ccc(S(=O)(=O)N2CCCCC2)cc1 | 15.8

The listing, from the start:
Molecule | CD40 NFkB inh
CO[C@@H]1CC[C@@H]2CCOc3c(C#N)cccc3C(=O)N(C)CCCC(=O)N(C)C[C@H]1O2 | -0.9[25 µM]
COc1cccc(CN(C)C(=O)c2ccc3c(=O)n4c(nc3c2)CCC4)c1 | 2.7
N#Cc1cnc(Nc2nc3ccccc3o2)nc1-c1ccccc1 | -19.8
O=C(NCc1ccc2c(c1)OCO2)c1ccc(S(=O)(=O)N2CCCCC2)cc1 | 15.8
C[C@H](O)C#Cc1ccc([C@@H]2[C@H](CO)N3CCCCN(S(=O)(=O)Cc4ccccc4)C[C@@H]23)cc1 | -3.4[25 µM]
Cc1cc(C)n(-c2nc3c(c(=O)[nH]c(=O)n3C)n2CC(O)COc2ccccc2)n1 (stereo not drawn) | 14.9
CCOC(=O)C1(CCOc2ccccc2)CCN(S(=O)(=O)N(C)C)CC1 | 5.2
CCOC(=O)Cc1nc2ccccc2n(CC#N)c1=O | 10.6
COc1ccc(-c2ccc(C3[C@H]4CNC[C@@H]3N4S(=O)(=O)c3ccc(OC)cc3)cc2)cc1 (stereo partly drawn) | -3.1&-19.7
CCCN1CCN(CCCNC(=O)c2ccc3c(c2)NC(=O)c2ccccc2S3)CC1 | -2.4
C[C@@H]1CN([C@@H](C)CO)C(=O)CCCn2cc(nn2)CO[C@@H]1CN(C)Cc1ccc(C(=O)Nc2ccccc2N)cc1 | -12.3[25 µM]
O=S(=O)(NCC(c1cccnc1)N1CCN(c2ccc(F)cc2)CC1)c1ccccc1 (stereo not drawn) | 1.0
COc1ccc(S(=O)(=O)N(C)C[C@@H]2OCCCC[C@H](C)Oc3ccc(NC(=O)Nc4ccc(F)cc4)cc3C(=O)N([C@H](C)CO)C[C@@H]2C)cc1 | 15.1
COc1ccc(CCNS(=O)(=O)c2cc(C(=O)O)c(Cl)cc2Cl)cc1 | -0.2
CCCCN(CC)Cc1c(C)[nH]c2ccccc2c1=O | 11.5
Cc1ccccc1CS(=O)(=O)CCC(=O)O | 2.9
Cc1ccc(C2(C)NC(=O)N(CC(=O)Nc3ccc(S(=O)(=O)Nc4nccs4)cc3)C2=O)cc1 (stereo not drawn) | 8.1
N#C[C@H]1[C@@H](c2ccccc2)[C@H](CO)N1C(=O)c1ccccc1F | -2.0[25 µM]
O=C(NCCCN1CCCC1=O)c1cncc(Br)c1 | 3.2
O=C(COC(=O)c1ccc[nH]c1=O)NC1CC1 | 9.9
Cc1cc2c(cc1S(=O)(=O)N1CCOCC1)NC(=O)CO2 | -1.5
NC(=O)COc1ccc(Cc2ncc(C(F)(F)F)cc2Cl)cc1 | -1.7
O=C(CSC1=NS(=O)(=O)c2cc(Cl)ccc2N1)NCc1ccccc1 | 20.1
CN(C)c1ccc(S(=O)(=O)N(C)C)cc1[N+](=O)[O-] | 6.7
Cc1ccc(S(=O)(=O)N2CCCCC2CCNC(=O)C(=O)NCc2ccncc2)cc1 (stereo not drawn) | 6.6
Cc1ccc(N=Nc2c(O)[nH]c(=O)[nH]c2=O)cc1S(=O)(=O)Nc1ccc(Br)cc1 | -6.2
Cc1cccc(C)c1NC(=O)NS(=O)(=O)c1ccccc1 | -0.2
CN1[C@@H]2c3ccc(/C=C/c4ccccc4)c(=O)n3C[C@@H]2[C@@H](CO)[C@@H]1C(=O)N1CCCCC1 | -21.1[25 µM]
O=S(=O)(c1ccc(-c2csc(-c3cccnc3)n2)cc1)N1CCCC1 | -12.6
Cc1ccccc1Cn1cc(NC(=O)c2nc3ncccn3n2)cn1 | -65.5
CC1(C)NC(=O)N(CC(O)CN(Cc2ccccc2)Cc2ccccc2)C1=O (stereo not drawn) | 9.9
COc1ccc(CNC(=O)C[C@H]2CC[C@@H](NC(=O)Nc3ccc4c(c3)OCO4)[C@H](CO)O2)cc1 | -8.0
O=C1c2ccc([N+](=O)[O-])cc2C(=O)N1c1ccc(Cl)cn1 | 5.0
Cc1n[nH]c(C)c1S(=O)(=O)N1CCCC(C(=O)NCc2ccc(F)cc2)C1 (stereo not drawn) | 2.7
CCOc1cc(CNC2CCCC2)c(Cl)cc1OCC(=O)Nc1ccccc1 | 0.7
CCn1c(=O)n(CC)c2cc(S(=O)(=O)N3CCc4ccccc43)ccc21 | 16.9
COc1ccc(-c2cc(C(F)F)n3ncc(C(=O)N4CCCCC4)c3n2)cc1 | 6.7
COc1ccc(NC(=O)C2Cc3c(-c4cccc(C(C)=O)c4)ccnc3O2)cn1 (stereo not drawn) | -2.3
O=C(Cc1ccon1)c1ccc(O)cc1O | -0.2
CC1(C)CC(=O)C(C=NCCN2CCN(C(=S)Nc3ccc(F)cc3)CC2)=C(O)C1 | 10.8
COc1ccc(S(=O)(=O)ON=C2CC(C)(C)N(C(C)=O)C(C)(C)C2)cc1 | 6.1
Cc1cccc(NC(=O)CCC(=O)c2cccs2)n1 | -26.9
CC(C)NC(=O)N1[C@H](CO)[C@@H]2c3ccccc3N(C(=O)C3CCC3)C[C@@H]21 | -1.9
N#Cc1ccc(-c2ccc(C3[C@H]4CNC[C@@H]3N4C(=O)Nc3ccc(F)cc3)cc2)cc1 (stereo partly drawn) | -1.1[25 µM]
Cc1ccccc1C1CC(=O)c2ccccc2C1C (stereo not drawn) | -1.3
O=C(Cn1c(=O)oc2ccccc21)NCC1COc2ccccc2O1 (stereo not drawn) | 17.5
COc1cc(=O)n2c(n1)SCCC2 | 8.0
Cc1ccc(C(=O)COC(=O)CNC(=O)COc2ccccc2C)cc1C | 8.7

Quoted at random: 6 compounds from above
Molecule | CD40 NFkB inh
CC1(C)CC(=O)C(C=NCCN2CCN(C(=S)Nc3ccc(F)cc3)CC2)=C(O)C1 | 10.8
Cc1ccc(C(=O)COC(=O)CNC(=O)COc2ccccc2C)cc1C | 8.7
Cc1cccc(NC(=O)CCC(=O)c2cccs2)n1 | -26.9
Cc1ccccc1C1CC(=O)c2ccccc2C1C (stereo not drawn) | -1.3
COc1cc(=O)n2c(n1)SCCC2 | 8.0
COc1ccc(NC(=O)C2Cc3c(-c4cccc(C(C)=O)c4)ccnc3O2)cn1 (stereo not drawn) | -2.3

The list goes on.
Molecule | CD40 NFkB inh
COc1cccc(NC(=O)CN(C)C(=O)/C=C/c2ccc(S(=O)(=O)N3CCCCCC3)cc2)c1 | 11.6
Cc1cc(C(=O)N2CCCC(CNS(=O)(=O)c3cccs3)C2)nn1C (stereo not drawn) | 2.7
Cc1nn(-c2ccccc2)c2nc(-c3cccs3)cc(C(=O)NN)c12 | -0.6
Cc1ccnc(NC(=O)CN(C)S(=O)(=O)c2cccc3nsnc23)c1 | 8.7
O=C(NCC(c1cccs1)N1CCOCC1)c1cc(-c2ccccn2)nc2ccccc12 (stereo not drawn) | 4.7
O=C(Nc1nccs1)c1cc(-c2ccccn2)nc2c(Cl)cccc12 | 4.2
Cc1cc(NC(=O)CN2CCCC2c2nc3ccccc3s2)no1 (stereo not drawn) | -4.8
CC1(C)Cc2c(cnn2-c2ccccc2)C(NC(=O)CCCN2CCCCC2=O)C1 (stereo not drawn) | 10.1
O=C1N[C@H](c2ccccc2)COCc2cn(nn2)CC[C@H](Cc2ccc(C(F)(F)F)cc2)C(=O)N[C@H](c2ccccc2)COCc2cn(nn2)CC[C@@H]1Cc1ccc(C(F)(F)F)cc1 | 6.4
C[C@@H]1CN([C@@H](C)CO)C(=O)CCCn2nncc2CO[C@H]1CN(C)S(=O)(=O)c1ccc(Oc2ccccc2)nc1 | -4.8[25 µM]
C=CCn1cnc2c(c1=O)c1nc3ccccc3nc1n2/N=C/c1cccc(OC)c1OC | -12.6
CC(=O)c1ccc(-c2ccc(C(=O)NCC(c3ccco3)N(C)C)o2)cc1 (stereo not drawn) | -63.6
O=C(C1CCC1)N1CCCCN2[C@H](CO)[C@@H](c3ccc(-c4ccncc4)cc3)[C@H]2C1 | -9.8[25 µM]
O=C(NCC(c1ccco1)N1CCCC1)c1cccc(S(=O)(=O)N2CCOCC2)c1 (stereo not drawn) | 2.2
O=C(Nc1nnc(C2CC2)s1)c1cc(Cl)sc1Cl | -43.8
O=C(c1ccccc1NS(=O)(=O)c1cccs1)N1CCCC1 | 7.7
C[C@@H]1CN([C@H](C)CO)C(=O)c2cc(NC(=O)C3CC3)ccc2O[C@H]1CN(C)S(=O)(=O)c1ccccc1 | -3.9[25 µM]
O=C(CCN1C(=O)COc2ccccc21)NCCN1CCc2ccccc2C1 | 4.2
NC(=O)c1cc(Cc2ccccc2)sc1NC(=O)c1ccco1 | -65.4
Cc1noc(C)c1CSCC(=O)Nc1nc2ccc(S(C)(=O)=O)cc2s1 | 13.0
COc1ccc(N2CCN(CC(=O)N3c4ccccc4CC3C)CC2)cc1 (stereo not drawn) | 5.6
COc1ccc(OC)c(CC(=O)NC(c2ccccc2)c2ccccc2)c1 | 8.3
CC(NC(=O)c1ccco1)C(=O)N1CCN(S(=O)(=O)c2ccccc2C#N)CC1 (stereo not drawn) | 8.8
CO[C@@H]1CN(C)C(=O)c2cc(NC(=O)NC3CCCCC3)ccc2OC[C@@H](C)N(CC2CCOCC2)C[C@@H]1C | 2.7[25 µM]

The list goes on:
| SMILES | CD40 NFkB inh |
| --- | --- |
| O=S(=O)(c1cccs1)N1CCN(CC(O)COC2CCCc3ccccc32)CC1 (stereo not drawn) | 6.5 |
| Cc1noc(C(=O)N2CC3(C)CC2CC(C)(C)C3)c1Cl (stereo not drawn) | 9.5 |
| NC(=O)c1cc(S(=O)(=O)N2CCc3ccccc3C2)cs1 | 5.0 |
| CN1C[C@@H]2[C@H](c3ccccc31)[C@H](CO)N2Cc1ccccc1F | -7.6[25 µM] |
| Clc1nc(CN2CCCCC2)nc2sc3c(c12)CCC3 | -28.8 |
| CCn1ncc(NC(=S)NCCc2ccccc2)c1C(N)=O | 3.0 |
| Cc1ccc(C(=O)NNC(=O)C(C)Oc2ccc3ccccc3c2)o1 (stereo not drawn) | 1.4 |
| CCNC(=O)c1cc2ccccc2o1 | 1.1 |
| COCC(=O)NC[C@@H]1N[C@@H](CO)[C@H]1c1ccc(-c2ccccc2F)cc1 | -3.6[25 µM] |
| O=C(c1ccoc1)N1CCCC(CO)(CCCc2ccccc2)C1 (stereo not drawn) | -2.0 |
| C[C@H](O)C#Cc1ccc([C@H]2[C@H]3CN(C(=O)c4cccc(F)c4)CCCCN3[C@H]2CO)cc1 | 9.6[25 µM] |
| CN1C(=O)c2cc(NC(=O)Cc3cccs3)ccc2OC[C@H]2O[C@@H](CC(=O)NCCc3ccncc3)CC[C@@H]21 | -8.4[25 µM] |
| Cc1ccc(NC(=O)CCNC(=O)c2ccc(Br)cc2)cc1S(=O)(=O)N1CCOCC1 | -3.4 |
| COc1ccc(-c2nc3c([nH]2)c(=O)n(C)c(=O)n3C)c(OC)c1 | -12.0 |
| C/C=C/c1ccc([C@@H]2[C@@H](CN(C)C(=O)NC3CCCC3)N(C(C)=O)[C@H]2CO)cc1 | -1.4[25 µM] |
| COc1cc(/C=N/NC(N)=O)ccc1OCC(=O)Nc1cc(C)c(C)cc1Br | 8.9 |
| COc1cccc(C(=O)Nc2ccc3c(c2)OC[C@H](C)N(CCc2ccccc2)C[C@@H](C)[C@@H](OC)CN(C)C3=O)c1 | -7.2[25 µM] |
| O=C(C1CCC1)N1C[C@H]2[C@@H](c3ccccc31)[C@H](CO)N2C(=O)Nc1cccc(F)c1 | 1.4[25 µM] |
| Cc1cc(C)n2nc(C(=O)OCC(=O)NCc3ccc(Cl)cc3)nc2n1 | 11.3 |
| Cc1ccc(C(=O)NCC(=O)NCC(c2cccs2)N2CCOCC2)cc1 (stereo not drawn) | 16.9 |
| CCOC(=O)N1CCC(NC(=O)c2ccc(NC(=O)C3CCCO3)cc2)CC1 (stereo not drawn) | 6.0 |
| CCc1c(C(=O)Nc2ccncc2)csc1C | -2.0 |
| CN(C)C(=O)c1ccc(-c2ccc(C3[C@H]4CNC[C@@H]3N4Cc3ccccn3)cc2)cc1 (stereo partly drawn) | 3.7[25 µM] |
| CCOC(=O)N1CCN(CC(=O)Nc2nccs2)CC1 | 5.4 |
| Cc1ccc(S(=O)(=O)N2CCN(CC(=O)NC(C)c3ccccc3)CC2)cc1 (stereo not drawn) | 0.7 |
| COc1cccc(OC(=O)N2CCOCC2)c1 | -22.0 |
| C[C@H](CO)N1C[C@H](C)[C@H](CN(C)CC2CCCCC2)Oc2c(NC(=O)Nc3ccc4c(c3)OCO4)cccc2C1=O | -0.7 |
| CCC(C)NC(=O)COc1ccc(Br)c(C)c1 (stereo not drawn) | -11.3 |
| CC1(CCc2ccc3c(c2)OCO3)NCCc2c1[nH]c1ccccc21 (stereo not drawn) | 24.5 |
| Cc1cccc(C)c1NC(=O)CN(C)C(=O)c1ccc2nc[nH]c2c1 | 5.2 |
| CCOc1ccc(CCNC(=O)COC(=O)c2ccc(Cl)nc2)cc1OCC | 5.2 |
| CN(C)C(=O)c1cccc(-c2ccc3c(c2)[C@H]2[C@H](CCN2C(=O)Cc2ccccn2)[C@@H](CO)N3C)c1 | -7.4[25 µM] |
| CO[C@@H]1CN(C)C(=O)c2ccc(NC(=O)C3CCCC3)cc2OC[C@@H](C)N(C(=O)Nc2ccc(C(F)(F)F)cc2)C[C@H]1C | -0.2 |
| O=C(Nc1nncs1)c1cccc(S(=O)(=O)N2CCCC2)c1 | -1.2 |
| COc1ccc(C(O)(c2ccccc2OC)C(CN2CCOCC2)c2ccccc2)cc1 (stereo not drawn) | 9.0 |
| C[C@H]1CN([C@@H](C)CO)C(=O)c2cc(C#CCc3ccccc3)cnc2O[C@H]1CN(C)C(=O)C1CCOCC1 | 0.4[25 µM] |
| COc1ccccc1NC(=O)Nc1ccccc1N1CCOCC1 | 21.8 |
| CO[C@@H]1CN(C)C(=O)c2cc(NC(=O)NC3CCCCC3)ccc2OC[C@@H](C)NC[C@H]1C | 19.0 |
